DNMT1 block – blocks human DNA methyltransferase DNMT1; P26358; DNMT1 molecular beacon, Hinp1I cleavage, fluorescence; inhibition (reported as % activation of signal), % at 10 µM; 360,000 tested, 0.83% active; in the data active = inhibition above about 50%
NRP1-CendR mod – alters CendR peptide binding to human NRP-1. FAM-RPARPAR peptide binding to NRP-1, fluorescence polarization. inhibition, % at 25 µM. 360,000 tested, 0.85% active. AID 602438;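 active = inhibition or corrected inhibition above about 18%, plus a signal ratio from 0.5 to 1.5, limit read from the data, passing the limit was not always enough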; also: strong numbers were not always called active
Target sequence (O14786 whole entry, looked up): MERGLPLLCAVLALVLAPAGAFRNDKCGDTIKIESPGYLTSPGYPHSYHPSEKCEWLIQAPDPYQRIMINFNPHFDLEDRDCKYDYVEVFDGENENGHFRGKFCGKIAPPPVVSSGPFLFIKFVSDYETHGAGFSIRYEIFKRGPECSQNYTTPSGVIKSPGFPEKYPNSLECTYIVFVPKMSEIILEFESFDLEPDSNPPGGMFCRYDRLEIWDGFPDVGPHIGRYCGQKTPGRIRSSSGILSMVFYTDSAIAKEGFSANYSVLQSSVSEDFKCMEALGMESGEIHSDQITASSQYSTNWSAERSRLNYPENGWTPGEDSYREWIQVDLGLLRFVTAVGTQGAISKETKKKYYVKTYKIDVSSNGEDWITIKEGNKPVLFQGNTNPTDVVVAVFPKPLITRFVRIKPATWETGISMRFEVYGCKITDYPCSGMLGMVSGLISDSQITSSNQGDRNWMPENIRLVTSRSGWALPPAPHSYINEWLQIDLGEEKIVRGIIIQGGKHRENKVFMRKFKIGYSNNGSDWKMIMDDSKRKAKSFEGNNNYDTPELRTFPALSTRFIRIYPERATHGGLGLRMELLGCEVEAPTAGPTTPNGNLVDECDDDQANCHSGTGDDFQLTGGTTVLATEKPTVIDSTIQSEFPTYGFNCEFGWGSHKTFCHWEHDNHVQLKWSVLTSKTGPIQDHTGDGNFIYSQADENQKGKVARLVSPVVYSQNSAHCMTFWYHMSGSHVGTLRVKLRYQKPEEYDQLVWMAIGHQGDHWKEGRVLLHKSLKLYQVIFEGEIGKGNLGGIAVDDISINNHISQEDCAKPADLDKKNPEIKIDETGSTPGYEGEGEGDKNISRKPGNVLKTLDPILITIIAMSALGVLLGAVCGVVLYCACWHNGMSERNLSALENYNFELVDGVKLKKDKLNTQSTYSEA
SUMO1-SIM PPI – alters human SUMO1 binding to SIM partners; P63165; SUMO1 binding to a labelled peptide, TR-FRET, 1 h; inhibition, % at 20 µM; 360,000 tested, 0.33% active; AID 602429; in the data active = inhibition above about 37%
Target sequence (P63165 whole entry, looked up): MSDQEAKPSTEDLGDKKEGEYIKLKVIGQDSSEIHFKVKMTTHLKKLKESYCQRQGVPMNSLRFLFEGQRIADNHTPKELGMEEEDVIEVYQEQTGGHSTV
Scp-1 inhibitor – blocks human Scp-1 phosphatase activity; inhibition, % at 20 µM; 340,000 tested, 0.88% active; Recombinant Scp1, phosphopeptide, malachite green phosphate absorbance; Q9GZU7;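 active = inhibition above about 50% at 20 µM, limit read from the data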;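 also: plate controls were DMSO wells with enzyme for no effect and wells lacking enzyme for full effect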
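Test system: SCP-1 phosphatase catalytic domain, residues 76-261; measured by: colorimetric phosphate reagent with accelerator and stabiliser, absorbance at 630 nm; timing: enzyme reaction 45 min at room temperature, colour 5 min, stabilisation 30 min; also added: Phosphorylated 17-residue peptide substrate; compound dosing: one concentration, 20 µM, with 1.0% DMSO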
eLon inh – inhibits E. coli Lon protease; P0A9M0; purified E. coli Lon protease, fluorescence polarization; inhibition, % at 7.94 µM; 360,000 tested, 0.42% active; AID 602123; in the data active = inhibition above about 13%, passing the limit was not always enough;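 also: 0% = enzyme with probe and DMSO and 100% = no enzyme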
MsrA inh – inhibitors of bovine MsrA. inhibition, % at 15.5 µM. 360,000 tested, 0.75% active. purified bovine MsrA, absorbance read-out. AID 651718; in the data active = inhibition above about 4.5%;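 also: 0% = vehicle wells with enzyme and 100% = reference inhibitor wells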
bovine MsrA act – activators of bovine methionine sulfoxide reductase A; purified bovine MsrA, absorbance read-out; activation, % at 10.6 µM; 360,000 tested, 0.3% active; AID 602163; in the data active = activation above about 7.5%;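 also: 0% = vehicle and 100% = reference activator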
LMPTP block – LMPTP (human) inhibition | inhibition, % at 20 µM | P24666 | 360,000 tested, 0.22% active | recombinant LMPTP-A, OMFP fluorogenic substrate, fluorescence intensity | AID 651560;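 active = compounds that cut the enzyme signal by at least half of the control window in the single-dose screen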;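 also: plate controls were DMSO wells with enzyme plus substrate for no effect and substrate without enzyme for full effect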
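Test system: LMPTP-A phosphatase enzyme. Amount: LMPTP-A at 0.625 nM final in the reaction. Reagent: OMFP substrate, 400 µM final. Times: 50 min at room temperature. Signal: endpoint fluorescence intensity from OMFP dephosphorylation. Read-out basis: % inhibition. Benchmarks: no-enzyme and uninhibited controls.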
Tb MetRS inh – blocks T. brucei methionyl-tRNA synthetase activity; purified T. brucei MetRS, ATP depletion, Kinase-Glo luminescence; inhibition, % at 11.9 µM; 360,000 tested, 0.4% active;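 active = inhibition above a per-plate cutoff of the control wells' mean inhibition plus 3 SD, cut at about 5.5% in these data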;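 also: 0% = DMSO wells median and 100% = median of wells with control inhibitor compound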
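Test system – parasite MetRS enzyme · Reagent – substrates ATP, L-methionine and bulk Escherichia coli tRNA · Doses – 11.9 µM compound single dose, 0.9% DMSO · Times – 15 min enzyme-compound preincubation, 2 h reaction, 10 min detection, 25 °C · Signal – Kinase-Glo luminescence, ATP depletion format · Controls – DMSO-only wells as low control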
STEP inh – STEP (human) phosphatase inhibition. P54829. recombinant STEP, OMFP fluorogenic substrate, fluorescence. inhibition, % at 20 µM. 360,000 tested, 0.25% active;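 active = inhibition at 20 µM, scaled per plate between control wells, above about 37%, limit read from the data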;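 also: 0% = DMSO with enzyme and substrate and 100% = substrate only without enzyme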
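System: STEP (striatal-enriched tyrosine phosphatase) enzyme, cell-free; medium: Bis-Tris pH 6.0 buffer with DTT, detergent; dosing: 20 µM, 1% DMSO; times: reaction 20 min, ambient temperature; detection: fluorescence, 480/540 nm; read-out basis: normalized % inhibition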
Active calls of the source: *; / = not tested or not shown.

The first 2 compounds as a preview:
SMILES | DNMT1 block | NRP1-CendR mod | SUMO1-SIM PPI | Scp-1 inhibitor | eLon inh | MsrA inh | bovine MsrA act | LMPTP block | Tb MetRS inh | STEP inh
CCOc1ccc(N(CC(=O)Nc2ccc3c(c2)OCCO3)S(=O)(=O)c2c(C)noc2C)cc1 | 1 | -6 | 0 | -18 | -1 | 0.1 | -9 | -0.2 | -1.1 | 1
CCC(c1nnnn1CS(=O)(=O)c1ccc(C)cc1)N1CCN(c2nc3ccccc3s2)CC1 (stereo unspecified) | -7 | 6 | -9 | -1 | -1 | 1.5 | -1 | 2.7 | -0.3 | -2

This part in full, repeating the preview:
SMILES | DNMT1 block | NRP1-CendR mod | SUMO1-SIM PPI | Scp-1 inhibitor | eLon inh | MsrA inh | bovine MsrA act | LMPTP block | Tb MetRS inh | STEP inh
CCOc1ccc(N(CC(=O)Nc2ccc3c(c2)OCCO3)S(=O)(=O)c2c(C)noc2C)cc1 | 1 | -6 | 0 | -18 | -1 | 0.1 | -9 | -0.2 | -1.1 | 1
CCC(c1nnnn1CS(=O)(=O)c1ccc(C)cc1)N1CCN(c2nc3ccccc3s2)CC1 (stereo unspecified) | -7 | 6 | -9 | -1 | -1 | 1.5 | -1 | 2.7 | -0.3 | -2
COc1cccc(Nc2ncnc3sccc23)c1 | -2 | 2 | -4 | 1 | 3 | 0.8 | 0 | 2.2 | -0.6 | -2
CCCNC(=O)c1cc(S(=O)(=O)N2CCc3ccccc32)ccc1F | 1 | 1 | 3 | -6 | -2 | 2.3 | -14 | -0.6 | -1.6 | -1
O=C(Nc1cc(Br)ccc1O)C1CC(c2ccccc2Cl)=NO1 (stereo unspecified) | 0 | -2 | 10 | -9 | 2 | -0.7 | -1 | 2.8 | 1.4 | 0
Cc1[nH]n(-c2ccccc2)c(=O)c1-c1cccc(Cl)c1 | 1 | -2 | 3 | -5 | -5 | 0.4 | -3 | 0.3 | 0.2 | 4
Nc1cccnc1Sc1ccccc1 | -1 | 7 | 2 | -3 | -6 | -1.0 | -2 | -1.7 | -0.8 | 2
Cc1cccc(Oc2nc(CN3CCOCC3)nc3sc4c(c23)CCCC4)c1 | 0 | -2 | 1 | 7 | 7 | 1.4 | -6 | 1.5 | -0.8 | -2
CC(C)CC(=O)Nc1c2c(nn1-c1cccc(Cl)c1)CS(=O)(=O)C2 | 1 | 1 | -1 | 0 | -2 | -0.5 | -9 | -1.6 | -1.4 | -3
CCC1Oc2ccc(C)cc2N(CC(=O)NCc2ccco2)C1=O (stereo unspecified) | 7 | -4 | 4 | -1 | 3 | -0.6 | -8 | -1.2 | -0.1 | -3
O=C(Nc1ccccn1)c1ccc2c(c1)S(=O)(=O)c1ccccc1C2=O | -2 | 7 | -41 | -6 | 2 | -0.3 | -1 | 2.1 | -0.2 | 1
Cc1ccc(S(=O)(=O)NC(=O)C2(C)CCN2C(=O)c2cccc(F)c2)nc1 (stereo unspecified) | 0 | 0 | 0 | / | 4 | 0.4 | -2 | -1.6 | -0.3 | -4
CCOC(=O)c1c(C)[nH]c(C(=O)/C(C#N)=C/c2ccc(OC)c(OC)c2)c1C | 3 | -4 | -3 | -1 | -9 | 0.5 | -4 | -0.6 | -0.7 | -2
COc1cc(C2/C(=C(\O)c3ccc4c(c3)CC(C)O4)C(=O)C(=O)N2CCCn2ccnc2)cc(OC)c1OC (stereo unspecified) | -5 | -16 | -4 | -10 | -16 | 1.3 | -2 | -3.4 | 0.6 | -1
N/C(Cc1nc(-c2ccc(F)cc2)cs1)=N\O | -3 | -1 | -8 | -13 | 1 | 1.5 | -1 | -0.5 | -0.8 | 0
Cc1ccc2cccc(OCC(=O)NCc3ccco3)c2n1 | -2 | -6 | -2 | -8 | 2 | -0.7 | 3 | -0.4 | -0.7 | -1
CCOC(=O)c1cnc2c(C(F)(F)F)cccc2c1NCCCN1CCOCC1 | 6 | -4 | 19 | -9 | -1 | 0.7 | -3 | -5.1 | -0.6 | 1
c1ccc(-c2csc(-c3ccc(-c4csnn4)cc3)n2)cc1 | 3 | 1 | 1 | -15 | -6 | -0.5 | -2 | -1.6 | 0.2 | -1
Cn1c(SCc2ccccc2)nnc1-c1ccc2c(c1)OCO2 | 0 | -5 | -5 | -7 | -10 | 1.9 | 2 | -1.1 | 0.0 | 0
C[C@H](O)[C@@H]1CN2CCc3c([nH]c4ccccc34)[C@@H]2C[C@@H]1N(C)C(=O)OCc1ccccc1 | -2 | -1 | -16 | / | 6 | 3.3 | -5 | 0.6 | 0.4 | -8
CC1CN(C(=O)c2cccc(COc3ccc(Br)cc3)c2)CC(C)O1 (stereo unspecified) | 0 | -11 | -3 | -5 | -18 | 0.1 | -1 | 0.3 | 0.3 | -2
CC(C)(C)NC(=O)/C=C/c1cccc(C(F)(F)F)c1 | 0 | 12 | -2 | -14 | 0 | -0.8 | -2 | -2.4 | 0.1 | 0
COC1C(O)C(O)C(O)C(O)C1O (stereo unspecified) | 14 | 2 | 2 | 26 | -7 | 0.9 | -3 | -1.5 | 0.6 | -1
CCOC(=O)[C@H]1[C@H]2COc3ccc(C)cc3[C@@H]2N2C(=O)c3cc(Cl)ccc3NC(=O)[C@@]12C | -3 | 13 | -5 | -5 | 11 | -0.2 | -1 | 1.3 | -0.2 | 1
O=C(N/N=C/C=C\c1ccccc1[N+](=O)[O-])c1ccco1 | 0 | -1 | -17 | 4 | 7 | 3.8 | -12 | -0.2 | -1.4 | 3
CCCc1ncc(CN2CCC(C(=O)Nc3cccc(-c4cscn4)c3)CC2)cn1 | -1 | 3 | 5 | -3 | 1 | 0.0 | -1 | 0.5 | -0.6 | -2
O=C(CSc1nnc(-c2ccccc2)n1Cc1ccco1)Nc1ccc(S(=O)(=O)N2CCCC2)cc1 | -5 | 7 | 8 | 4 | -2 | 0.9 | -4 | 0.3 | -0.5 | 0
O=S1(=O)CCOC[C@H](Cc2ccccc2)N1Cc1cccc(Cl)c1 | 3 | 13 | 8 | -8 | -10 | -0.8 | 0 | 1.8 | -0.3 | -2
CCCCOc1ccc(C2C(C(=O)c3ccc(C)o3)=C(O)C(=O)N2Cc2ccco2)cc1 (stereo unspecified) | 7 | -8 | -2 | / | 3 | 0.2 | 0 | 51* | -0.1 | 4
Cc1cccc(NC(=S)NNC(=O)c2csc3c2CCCC3)c1 | -3 | 7 | 1 | -6 | -2 | -1.6 | -6 | -1.2 | -1.3 | -1
CCCCN(C)CCNC(=O)C(=O)c1c(C)[nH]c2ccccc12 | -1 | -7 | 0 | -7 | 2 | -0.3 | -3 | -2.5 | -0.2 | 0
O=C(NCc1ccc(F)cc1)c1cccc2c1C(=O)c1ccc(N3CCC(N4CCCCC4)CC3)cc1S2(=O)=O | 2 | -125 | -48 | / | -41 | 0.7 | -4 | 8.1 | -1.2 | -3
CCOC(=O)CC(NC(=O)Cc1cccs1)c1ccccc1Cl (stereo unspecified) | 3 | 4 | 2 | 0 | 3 | -0.3 | -4 | 1.3 | 0.0 | 0
CCc1cc2c(NCCC(=O)O)ncnc2s1 | 2 | 4 | 4 | -12 | 5 | -0.7 | -7 | -1.2 | 0.1 | -2
CCOC(=O)NN1C(=O)c2ccccc2NC1c1ccc(OC)c(OC)c1 (stereo unspecified) | 0 | 3 | 5 | -5 | 2 | -0.1 | 5 | 0.4 | -0.2 | 1
COc1cc(OC)c(N2CC(C(=O)Nc3cccc(C(=O)NC4CC4)c3)CC2=O)cc1Cl (stereo unspecified) | 2 | 2 | 14 | 3 | -4 | 1.2 | -10 | -1.2 | -0.5 | 2
COc1ccc(NC(=O)C2(C)CCN2C(=O)c2ccc(C(C)(C)C)cc2)cc1OC (stereo unspecified) | 1 | 17 | -2 | / | 0 | 0.1 | -7 | 2.5 | 0.0 | 0
COC(=O)c1ccc(C2c3c(oc4ccc(F)cc4c3=O)C(=O)N2CCO)cc1 (stereo unspecified) | 0 | -6 | -14 | -5 | 0 | 0.2 | -3 | -2.2 | -1.4 | -3
O=C(Nc1ccc(N2CCCCC2)c(Cl)c1)c1cccnc1 | -4 | -19 | -1 | 14 | -5 | -0.7 | -6 | 1.8 | -0.2 | -3
Cc1ccc2c(c1)N(Cc1cccc(Cl)c1)C(=O)c1cccnc1O2 | 10 | 2 | 1 | -12 | 4 | 0.6 | -3 | 0.6 | 0.0 | -3

Rewritten with values under each structure: part of the list above
Values run as follows: DNMT1 block, NRP1-CendR mod, SUMO1-SIM PPI, Scp-1 inhibitor, eLon inh, MsrA inh, bovine MsrA act, LMPTP block, Tb MetRS inh, STEP inh
O=S1(=O)CCOC[C@H](Cc2ccccc2)N1Cc1cccc(Cl)c1
    3, 13, 8, -8, -10, -0.8, 0, 1.8, -0.3, -2
O=C(CSc1nnc(-c2ccccc2)n1Cc1ccco1)Nc1ccc(S(=O)(=O)N2CCCC2)cc1
    -5, 7, 8, 4, -2, 0.9, -4, 0.3, -0.5, 0

Remaining list, next part:
SMILES | DNMT1 block | NRP1-CendR mod | SUMO1-SIM PPI | Scp-1 inhibitor | eLon inh | MsrA inh | bovine MsrA act | LMPTP block | Tb MetRS inh | STEP inh
CCn1c2ccc(C)cc2c2nnc(SCCN3CCCCC3)nc21 | 4 | 5 | -10 | -9 | -1 | 2.4 | -2 | 3.4 | -1.4 | 0
COc1cc(C2/C(=C(/O)c3ccc(OCC(C)C)cc3)C(=O)C(=O)N2CCN(C)C)ccc1O (stereo unspecified) | 2 | -4 | 3 | -3 | -4 | 0.7 | -5 | -2.1 | -0.6 | 2
CS(=O)(=O)N1CCc2nc(-c3ccccc3)sc2C1 | 0 | -7 | -5 | -6 | 4 | 1.4 | -3 | -0.4 | -1.7 | 0
NC(=S)NC1CC2C=CC1C2 (stereo unspecified) | 0 | -7 | 4 | -5 | 0 | -1.1 | -4 | -1.1 | -1.0 | -2
COc1ccc(F)c(CN2CCC(n3nccc3NC(=O)CCCc3ccccc3)CC2)c1 | 2 | 4 | 1 | 6 | 4 | -0.8 | 4 | 3.8 | -0.2 | 3
CC(C)c1onc(C(=O)NCc2ccc(F)cc2)c1[N+](=O)[O-] | 3 | 1 | -7 | -11 | -12 | 0.1 | -2 | -0.4 | -0.7 | 3
O=C(COC(=O)c1cc[n+]([O-])cc1)Nc1cc([N+](=O)[O-])ccc1Cl | 4 | 0 | -27 | -1 | -2 | 0.4 | -4 | -1.4 | -0.3 | 0
COC(=O)c1nc(-c2ccc(C)cc2)[nH]c1C(C)(C)C | 6 | -16 | 8 | / | -2 | 0.1 | -9 | 0.2 | -1.1 | 0
CC(=O)c1cccc(CN2CCc3ccc(NC(=O)C4CCCO4)cc3C2)c1 (stereo unspecified) | -3 | -9 | -6 | -10 | 7 | 0.6 | -1 | -1.3 | 0.1 | 3
CC(C)(C(=O)N1CCC1(C)C(=O)NC1Cc2ccccc2C1)c1ccccc1 (stereo unspecified) | 2 | 3 | 5 | / | -3 | -0.2 | -1 | -1.1 | -0.1 | 0
CC(=O)N1CC2(CC(=O)OC(C)C)CN(C(C)=O)CC(CC(=O)OC(C)C)(C1)C2=O | 1 | 11 | -2 | 1 | 5 | -0.4 | 0 | -3.3 | -0.2 | -4

Compound activity deposited in PubChem BioAssay by several laboratories.
